# Assay outcomes as filed in PubChem.
# L929 necroptosis = blocks zVAD induced death of L929 cells. L929 zVAD necroptosis rescue, ATP luminescence, 24 h; with zVAD 60 µM. viability rescue, % at 10 µM. actives 0.38% (n = 220,000);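 active means activation, scaled between plate controls, above about 75%, limit read from the data; inactive means activation under that limit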;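 further: 0% = zVAD with DMSO and 100% = DMSO alone without zVAD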
# EP2 mod = modulators of human EP2 prostaglandin E2 receptor. EP2-expressing cells, cAMP HTRF FRET, PGE2 co-stimulation. induction, % at 25 µM. actives 0.83% (n = 260,000). AID 940;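 active means compounds whose cAMP rise, as percent of the full-agonist control response, exceeds 60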;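 further: rat C6 glioma line stably carrying human EP2 under a CMV promoter; the protocol text gives 20 µM as final concentration; 100% = response of wells given 1 µM PGE2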
# Target sequence (P43116 whole entry, looked up): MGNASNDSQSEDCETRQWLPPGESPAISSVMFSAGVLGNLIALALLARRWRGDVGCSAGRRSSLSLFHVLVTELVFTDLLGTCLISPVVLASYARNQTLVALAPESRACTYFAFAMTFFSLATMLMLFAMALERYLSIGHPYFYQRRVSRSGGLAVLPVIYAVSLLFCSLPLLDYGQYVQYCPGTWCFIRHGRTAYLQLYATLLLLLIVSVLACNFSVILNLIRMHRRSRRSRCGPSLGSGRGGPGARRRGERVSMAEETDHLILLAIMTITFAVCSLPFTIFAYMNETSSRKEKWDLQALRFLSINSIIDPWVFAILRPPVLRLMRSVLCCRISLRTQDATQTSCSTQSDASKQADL
# PGE2 EP2 inh = blocks the human prostaglandin E2 receptor EP2 | actives 0.52% (n = 260,000) | C6 glioma cells expressing human EP2, cAMP TR-FRET; cells stimulated with saturating PGE2 | P43116 | inhibition, % at 25 µM;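 active means percent inhibition above 40 after rounding to a whole number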;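 further: rat C6 glioma host cells with rolipram phosphodiesterase inhibitor present; the protocol text gives 20 µM as final concentration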
# 14-3-3 Bad inh = disrupts binding of bovine 14-3-3 zeta to phospho-Bad peptide | inhibition, % at 21.7 µM | TR-FRET 14-3-3zeta/Dy647-pBad peptide displacement, 1 h | actives 0.71% (n = 220,000) | P63103;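 active means inhibition above about 70%, limit read from the data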;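 further: 0% = full 14-3-3 plus peptide FRET controls and 100% = background without 14-3-3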
# Target sequence (P63103 whole entry, looked up): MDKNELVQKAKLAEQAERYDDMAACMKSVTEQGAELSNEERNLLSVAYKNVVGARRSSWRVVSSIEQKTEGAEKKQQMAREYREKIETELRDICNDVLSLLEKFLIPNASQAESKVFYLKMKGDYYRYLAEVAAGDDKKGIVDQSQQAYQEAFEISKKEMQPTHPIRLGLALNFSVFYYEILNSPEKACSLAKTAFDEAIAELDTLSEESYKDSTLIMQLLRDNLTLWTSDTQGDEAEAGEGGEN
# Hck-Nef inh = inhibitors of human Hck kinase activated by Nef; Recombinant Hck-YEEI plus Nef, Z-Lyte FRET kinase assay; actives 0.68% (n = 220,000); inhibition, % at 20 µM;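 active means Hck-Nef kinase inhibition above about 50%, limit read from the data; inactive means inhibition below that limit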;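 further: 0% = DMSO with Hck plus Nef and 100% = Hck alone without Nef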
# Tb hexokinase = blocks Trypanosoma brucei hexokinase 1 activity. actives 0.11% (n = 220,000). AID 1430. inhibition, % at 10 µM. recombinant TbHK1, G6PDH-coupled NADH A340;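 active means inhibition of 50% or more in the single-dose primary screen; inactive means inhibition below 50%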
# m-calpain inh = calpain II (pig) inhibition. AID 1236. actives 0.37% (n = 220,000). inhibition, % at 16 µM. purified calpain II, fluorogenic peptide substrate, 30 min;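 active means inhibition above about 50%, limit read from the data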
# Rad51 HR inh = Rad51 (human) homologous recombination inhibition; hRad51 DNA strand exchange, fluorescence dequenching; inhibition, % at 10 µM; actives 0.085% (n = 200,000); AID 1385;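 active means inhibition above 40% at the single screening dose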;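 further: 0% = DMSO control wells and 100% = blanks with heterologous ssDNA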
# Target sequence (Q06609 whole entry, looked up): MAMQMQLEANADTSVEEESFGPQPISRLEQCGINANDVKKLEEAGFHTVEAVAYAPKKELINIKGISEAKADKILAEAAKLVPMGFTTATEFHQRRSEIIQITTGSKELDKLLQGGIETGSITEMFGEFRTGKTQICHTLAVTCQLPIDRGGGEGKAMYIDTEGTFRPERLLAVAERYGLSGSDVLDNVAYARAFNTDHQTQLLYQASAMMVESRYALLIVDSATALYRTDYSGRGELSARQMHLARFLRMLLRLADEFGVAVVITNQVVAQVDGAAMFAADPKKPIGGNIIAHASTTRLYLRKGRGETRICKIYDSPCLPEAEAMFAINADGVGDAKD
#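 Material: hRad51 filaments on single-stranded DNA; Reagent: Donor/quencher-labelled 47-bp dsDNA substrate; Compound: 10 µM final, single point; Schedule: 37 °C 15-min filament assembly, 30-min compound preincubation, 15-min exchange; Technique: FRET fluorescence, excitation 485 nm, emission 520 nm; Benchmarks: control wells and blank wells on each plate.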
# eIF4E-4G inh = blocks eIF4E binding to eIF4G | P63073+Q04637 | TR-FRET eIF4E-eIF4GI(517-606) binding, 2 h | inhibition, % at 21.7 µM | actives 0.37% (n = 220,000);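 active means inhibition above about 30%, limit read from the data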;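 further: 0% = full FRET control wells and 100% = background wells lacking eIF4GI fragment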
# Starred values were filed as active, the others as inactive; nt = not tested or not shown; & = joins results of further samples; ! = not confirmed by another sample; [ ] = remark or other dose.
SMILES,L929 necroptosis,EP2 mod,PGE2 EP2 inh,14-3-3 Bad inh,Hck-Nef inh,Tb hexokinase,m-calpain inh,Rad51 HR inh,eIF4E-4G inh
COc1ccc(-c2noc(COc3ccc(C)c(C)c3)n2)cc1OC,0.4,-6,9,-3[fluorescence artefact?],-1,-5,3,-4,2
COC(=O)c1ccc(CSc2n[nH]c(C)n2)o1,0.0,13,7,-10,1,30,-10,2,-1
CC(=O)C1C(=O)CC(C)(O)C(C(C)=O)C1c1ccc(N(C)C)cc1 (stereo not given),-0.3,21,4,-11,-1,3,9,-11,-1
CCn1c(-c2ccc3[nH]c(C)c(C)c3c2)n[nH]c1=S,0.5,-4,5,12,2,3,-64,4,-29
O=C(O)CCc1ccc(-c2ccc(F)cc2)n1NC(=O)c1ccco1,0.0,7,11,-17[fluorescence artefact?],0,1,-262,6,-8[fluorescence artefact?]
C/C(=N\N=C(N)N)c1ccc(Cl)c(Cl)c1,2.0,-26,4,-1,36,-2,6,16,3
CC1CN(c2ncc(/C=N/NC(=O)c3ccccc3O)s2)CC(C)O1 (stereo not given),4.5,28,3,-29,20,-38,-17,20,1
CC1(C)CC(=O)C(N=Nc2ccc3ncsc3c2)=C(O)C1,0.0,-3,7,-7,-24,-6,-1,-4,8
CCCNc1nc(C)nc2c1cnn2CCc1ccccc1,-0.1,1,13,4,6,-4,11,0,4
CC(=O)N(Cc1cc(=O)[nH]c2ccccc12)c1ccccc1,-0.1,18,8,6[fluorescence artefact?],1,-7,-13,6,11
Oc1nc(Nc2ccc(F)cc2)sc1/C=C1\C=Nc2ccccc21,25,-45,9,7,25,-15,-18,-1,-6
COc1ccc(OC)c(NC2c3ccccc3C(=O)N2Cc2ccc3c(c2)OCO3)c1 (stereo not given),0.0,26,7,0,1,0,-2,-1,3
CCCc1nc2ccccc2c(=O)n1/N=C/c1ccc(O)cc1,0.1,2,21,2,0,-29,21,12,0
CCC(C)n1c(=N)c(C#N)cc2c(=O)n3cc(C)ccc3nc21 (stereo not given),-1.0,15,5,-5,28,-4,-250,-13,2
CCOC(=O)c1cc(C)n(-c2ccc(Cl)cc2)c1C,1.3,57,4,-1,7,1,18,0,-1
COc1ccccc1CC(=O)Nc1ccc(OC)c(OC)c1,-0.5,1,5,1[fluorescence artefact?],2,0,-12,3,4[fluorescence artefact?]
CCOc1ccc(NC(=O)CN(c2ccc(OC)cc2)S(C)(=O)=O)cc1,1.6,7,10,-4,1,1,9,5,-12
CN(c1ccc(C(=O)NCCSCc2ccccc2)cc1)S(=O)(=O)c1ccccc1,0.5,-8,2,5,12,1,5,2,0
COc1ccc(S(=O)(=O)N2CCCC(C(=O)Nc3ccc(NC(=O)c4ccccn4)cc3)C2)cc1 (stereo not given),0.7,5,8,9,-2,2,-38,-1,0
Cc1nn(-c2ccccc2)c2sc(C(=O)c3c(N)n(C)c(=O)n(C)c3=O)cc12,-0.3,10,11,16,-6,-12,-41,5,2
COC(=O)C1C(=O)c2c([nH]c(C(=O)OC3CCCC3C)c2C)CC1C (stereo not given),18,-17,3,5,2,0,13,-8,3
O=C(CSc1nnnn1C1CCCC1)NCc1ccccc1,0.2,-34,14,6,1,4,22,-1,1
O=C1c2ccccc2C(=O)N1CCCCN(C(=O)c1cc2ccccc2oc1=O)c1ccc(F)cc1F,-0.6,17,5,6,2,-12,0,7,-2
Cc1cc(=O)[nH]c(SCC(=O)Nc2ncc(S(=O)(=O)c3ccc([N+](=O)[O-])cc3)s2)n1,0.5,15,6,-16,10,-20,-24,1,1
CCn1c2ccccc2c2cc(NC(=O)CNCC3CCCO3)ccc21 (stereo not given),71,-88,4,29,17,-15,-16,9,6
O=C(Cn1cnc2scc(-c3ccccc3)c2c1=O)N1CCOCC1,-0.6,3,9,2,11,-1,20,-2,-2
O=Cc1cn(-c2ccccc2)nc1-c1cc2ccccc2oc1=O,0.4,56,18,7,1,-20,-92,2,-2
CCc1c(C(C)=O)oc2ccc3c(C)cc(=O)oc3c12,-0.6,-27,0,-6,12,-15,1,0,-8
Cc1cc(OCc2nc(-c3cccnc3)no2)c(C)cc1Br,-1.1,11,23,5,7,2,-3,-4,6[fluorescence artefact?]
Cc1ccc(C(=O)COc2ccccc2C(=O)Nc2ccccc2)cc1,-0.4,18,15,12,0,2,-9,-2,-4

# Overlap with the part before: two entries, then new ones.
SMILES,L929 necroptosis,EP2 mod,PGE2 EP2 inh,14-3-3 Bad inh,Hck-Nef inh,Tb hexokinase,m-calpain inh,Rad51 HR inh,eIF4E-4G inh
Cc1cc(OCc2nc(-c3cccnc3)no2)c(C)cc1Br,-1.1,11,23,5,7,2,-3,-4,6[fluorescence artefact?]
Cc1ccc(C(=O)COc2ccccc2C(=O)Nc2ccccc2)cc1,-0.4,18,15,12,0,2,-9,-2,-4
Cc1ccc(C)c(-n2ccnc2SCC(=O)O)c1,0.1,-5,7,-19,0,-3,13,1,16
C#CCOCCOCCOCCNc1nc(N2CCN(C(=O)[C@H]([C@@H](C)CC)n3cc(CCCCN)nn3)CC2)nc(N2CCN(C(=O)[C@H](C)n3cc(CCC(=O)O)nn3)CC2)n1,-1.1,9,6,49[fluorescence artefact?],-6,4,9,-5,9[fluorescence artefact?]
CC(=O)N(C)c1nnc(-c2ccccn2)s1,0.4,23&7,6&16,-7,6,6,2,-2,5
CCN(CC)c1ccc(/C=N/N2CCN(Cc3ccc(C)cc3C)CC2)c(O)c1,0.9,-23,3,3[fluorescence artefact?],4,-25,10,-44,22
NC(=O)c1sc(-c2ccsc2)cc1NS(=O)(=O)c1ccc(C(F)(F)F)cc1,2.1,-70,3,6,0,-10,17,15,2
COC(=O)[C@@H]1C[C@H]2CC[C@H](O)C[C@H]2N1Cc1ccc(Cl)cc1,0.3,7,16,2,9,-3,4,-3,0
CN(C)CCNc1nc2sc3c(c2c(=O)n1CCc1ccccc1)CCCCC3,0.7,-43,13,-2,6,5,-8,-1,0
Nc1ccc(C(=O)OCC(=O)NC2CCS(=O)(=O)C2)cc1[N+](=O)[O-] (stereo not given),0.3,11,6,0,3,-1,-2,26,3
CC12CCC(C(=O)N(CC(O)CN3CCCCC3)C1=O)C2(C)C (stereo not given),-0.2,8,6,-1,-2,3,-28,-7,-6[fluorescence artefact?]
Cc1cccc(NC(=O)CSc2ccc(-c3ccco3)nn2)c1,0.8,-1,2,-4,0,-3,-20,-4,6[fluorescence artefact?]
Cn1cc(Br)c(-c2cccc(NC(=O)CCC(=O)O)c2)n1,-0.7,-9,16,1,6,-9,-1,6,1
CC(C)(C)NC(=O)CC(c1ccccc1)c1ccccc1O (stereo not given),0.2,5,12,7[fluorescence artefact?],-1,-6,-5,0,1
CCn1nc(C)cc1C(=O)Sc1cccc(Cl)c1,-1.0,38,7,1,18,-6,-12,17,-5
O=C(CCCn1c(=S)[nH]c2cc3c(cc2c1=O)OCO3)N1CCN(c2ccc(F)cc2)CC1,0.5,-47,10,-16,0,-9,-190,-3,-3
CC(=O)c1ccc(OCC(=O)NCc2ccc(F)cc2)cc1,0.8,-37,3,3,-6,3,5,19,-1
CCN(CC)c1ncnc2sc(C(=O)N3CCN(c4ccccc4)CC3)c(C)c12,1.6,-51,15,7,0,-7,6,3,4
O=C(NCCC1=CCCCC1)c1ccc(F)c(S(=O)(=O)N2CCOCC2)c1,0.2,10,15,9[fluorescence artefact?],1,2,-10,7,5[fluorescence artefact?]
COc1cc(/C=C/c2ccc3c(Br)cc(Br)c(O)c3n2)ccc1O,0.2,-28,16,-20,-30,-46,-37,0,4
CC(Cc1ccccc1)C(=O)NCCO (stereo not given),2.5,3,7,-3,-5,-1,-13,7,1
Cc1ccc(S(=O)(=O)N2CCN(C(=O)C3Cc4ccccc4CN3C(=O)c3ccco3)CC2)cc1 (stereo not given),0.1,29,14,-4,3,0,-62,2,5
COc1ccc2ccc(=O)oc2c1CC(O)C(C)(C)O (stereo not given),-0.1,25,9,1,33,-38,-108,5,-13
CCn1c(SCC(=O)NCC2CCCO2)nnc1-c1ccc(Cl)cc1 (stereo not given),0.4,30,-1,-3,-11,-5,13,16,-3
COc1ccc([N+](=O)[O-])cc1NC(=O)CSc1nc(C)cc(C)n1,0.4,11,15,-11,2,-5,-67,1,-2[fluorescence artefact?]
CCCCNC(=O)C(c1ccc(OCC(=O)OC)c(C(=O)OC)c1)N(CCc1c[nH]c2ccccc12)C(=O)CCCCCN1C(=O)NC(c2ccc(-c3ccccc3)cc2)C(C(=O)OCc2ccccc2)=C1C (stereo not given),0.4,-19,7,1,22,-25,-46,-5,-3
O=C(NCc1ccc(Cl)cc1)C(=O)NCC1OCCN1C(=O)c1ccc(Cl)cc1 (stereo not given),1.0,-29,7,5,2,4,-29,1,0
Cc1ccc2nc(-c3ccccc3)c(CN3CCN(c4ccccc4F)CC3)n2c1,1.5,14,3,-18,14,1,-10,33,0
CCN(CC(=O)Nc1ccc(OC(F)F)cc1)C1CCCCC1,-1.3,-5,4,-10,25,-2,-11,-2,2
O=C(Nc1cccnc1)c1cc2cc(Br)ccc2oc1=O,8.7,3,8,83*,-21,-3,53*,5,4
COc1ccc(NC(=O)c2cccc(Cn3cc(Br)cn3)c2)cn1,0.5,13,11,5,6,14,-1,-2,0
O=C(Nc1ccon1)c1ccccc1Cl,0.2,52,12,37,7,-1,-19,6,-8
COC(=O)[C@H]1C[C@@H]1[C@H](NC(=O)OCc1ccccc1)c1ccccc1,0.8,35,2,2,-3,5,-2,-10,2
COC(=O)/C(C#N)=C/c1c(Oc2cccc(C)c2)nc2ccccn2c1=O,0.1,43,6,3,27,-17,-29,nt,-1
CCOCCCNC(=O)c1ccc2c(c1)N=C(CC)c1cc(Br)ccc1S2,-0.7,24,7,-6,5,-4,-2,2,-3
C[C@]12CCC(=O)C=C1CC[C@@H]1[C@@H]2[C@@H](O)C[C@@]2(C)[C@H]1CC[C@]2(O)C(=O)CO,67,22&13,15&14,4,3,-2,-2,2,1
CCNC(=S)N/N=C(\C)c1cccc([N+](=O)[O-])c1,1.9,-14,10,-19[fluorescence artefact?],2,-8,5,5,0
CCOC(=O)c1c(-c2ccccc2)csc1NC(=O)C1CCCO1 (stereo not given),0.0,64*!,8&1,18,0,-2,-27,0,5
CCOC(=O)c1c(NC(=O)CSc2nnnn2C)sc(CC)c1C,0.1,7,8,-14,0,-15,-10,2,-2
CC(=O)c1c(C)[nH]c(C(=O)OCC(=O)Nc2cccc(S(=O)(=O)N3CCCC3)c2)c1C,1.8,1,12,-1,3,-2,12,-4,-3[fluorescence artefact?]
COc1ccc(/C=N/NC(=O)C(=O)N2CCCC2)cc1OC,0.4,5,5,5,0,8,5,nt,8[fluorescence artefact?]

# Pulled one by one from the entries so far, 3 records:
SMILES,L929 necroptosis,EP2 mod,PGE2 EP2 inh,14-3-3 Bad inh,Hck-Nef inh,Tb hexokinase,m-calpain inh,Rad51 HR inh,eIF4E-4G inh
Cc1cc(=O)[nH]c(SCC(=O)Nc2ncc(S(=O)(=O)c3ccc([N+](=O)[O-])cc3)s2)n1,0.5,15,6,-16,10,-20,-24,1,1
NC(=O)c1sc(-c2ccsc2)cc1NS(=O)(=O)c1ccc(C(F)(F)F)cc1,2.1,-70,3,6,0,-10,17,15,2
CCOC(=O)c1cc(C)n(-c2ccc(Cl)cc2)c1C,1.3,57,4,-1,7,1,18,0,-1

# These rows are one share of the data. The share of hits here may be higher or lower than overall.
